BioA inh = BioA (M. tuberculosis) enzyme inhibition | 0.096% of 360,000 active | inhibition, % at 9.99 µM | purified M. tuberculosis BioA enzyme, plate reader | AID 602481; in the data active = inhibition above about 40%
* marks the source's active call; other numbers are inactive results. These rows are one share of the data, so the mix of outcomes need not match the whole.

`O=C(C[C@@H]1C[C@@H]2c3cc(NC(=O)Nc4ccccc4)ccc3O[C@@H]2[C@@H](CO)O1)NCc1ccccc1` gave BioA inh 0.4.
COc1cccc(S(=O)(=O)N(C)C[C@H]2Oc3cc(C4=CCCCC4)ccc3S(=O)(=O)N([C@@H](C)CO)C[C@@H]2C)c1 was read as BioA inh -1.5.
For Cc1ccccc1S(=O)(=O)N(C)C[C@@H]1OCc2cn(nn2)CCCC(=O)N([C@H](C)CO)C[C@@H]1C the results were BioA inh 0.4.
CN1c2ccc(-c3ccc(F)cc3)cc2[C@@H]2[C@@H](CCN2C(=O)Cc2cccnc2)[C@@H]1CO was read as BioA inh 2.9.
`C[C@H](CO)N1C[C@H](C)[C@H](CN(C)S(=O)(=O)c2cccs2)Oc2ccc(NC(=O)C3CC3)cc2C1=O` gave BioA inh 9.8.
CC(C)NC(=O)N1C[C@@H]2[C@H](c3ccccc31)[C@H](CO)N2C(=O)Nc1ccccc1 was read as BioA inh 0.9.
`CO[C@H]1CN(C)C(=O)c2ccc(NC(=O)c3nc4ccccc4s3)cc2OC[C@H](C)N(Cc2ccncc2)C[C@@H]1C` gave BioA inh -2.4.
For Cc1ccc(S(=O)(=O)Nc2ccc3c(c2)C(=O)N([C@H](C)CO)C[C@H](C)[C@H](CN(C)CC2CCCCC2)O3)cc1 the results were BioA inh 2.7.
COc1ccc(C#Cc2ccc([C@@H]3[C@@H](CO)N4CCCCN(Cc5ccncc5)C[C@H]34)cc2)cc1 was read as BioA inh -3.0.
C[C@@H]1CN([C@H](C)CO)C(=O)c2c(c3ccccc3n2C)-c2ccccc2CO[C@H]1CN(C)C(=O)C1CC1 was read as BioA inh 3.0.
COC(=O)[C@H]1[C@H](CO)[C@H]2Cn3c(ccc(/C=C/c4ccccc4)c3=O)[C@@H]1N2CC1CCCC1 was read as BioA inh 0.5.
For C[C@H]1CCCCO[C@H](CN(C)C(=O)CCC(F)(F)F)[C@@H](C)CN([C@@H](C)CO)C(=O)c2cc(NC(=O)Nc3ccccc3)ccc2O1 the results were BioA inh -0.2.
CCCN(C)C[C@H]1OCCCC[C@@H](C)Oc2ccc(NC(=O)CCC(F)(F)F)cc2C(=O)N([C@@H](C)CO)C[C@H]1C was read as BioA inh 0.0.
`C[C@H]1CN([C@@H](C)CO)C(=O)c2cc(NS(=O)(=O)c3cn(C)cn3)ccc2O[C@@H]1CN(C)S(=O)(=O)c1ccccc1` gave BioA inh -4.5.
For Cc1ccc(S(=O)(=O)N(C)C[C@H]2Oc3c(NC(=O)c4cnccn4)cccc3C(=O)N([C@H](C)CO)C[C@@H]2C)cc1 the results were BioA inh 5.0.
`C[C@H](O)C#Cc1ccc([C@H]2[C@H](CO)N3CCCCN(CC4CC4)C[C@@H]23)cc1` gave BioA inh 0.4.
CN(C)C(=O)C[C@H]1C=C[C@@H](NC(=O)Nc2cccc(F)c2)[C@@H](CO)O1 was read as BioA inh -1.8.
`COc1ccc(S(=O)(=O)Nc2ccc3c(c2)C(=O)N([C@H](C)CO)C[C@@H](C)[C@@H](CN(C)S(C)(=O)=O)OCCCC[C@@H](C)O3)cc1` gave BioA inh -0.3.
C[C@@H]1CCCCO[C@H](CN(C)Cc2ccccc2)[C@@H](C)CN([C@H](C)CO)C(=O)c2cc(NS(=O)(=O)c3ccccc3)ccc2O1 was read as BioA inh 1.3.
Screening O=C(C1CCCC1)N1C[C@@H]2[C@H](c3ccccc31)[C@H](CO)N2C(=O)Nc1cccc(F)c1 returned BioA inh -1.1.

13 consecutive compounds already listed:
`C[C@H](CO)N1C[C@H](C)[C@H](CN(C)S(=O)(=O)c2cccs2)Oc2ccc(NC(=O)C3CC3)cc2C1=O` gave BioA inh 9.8.
CC(C)NC(=O)N1C[C@@H]2[C@H](c3ccccc31)[C@H](CO)N2C(=O)Nc1ccccc1 was read as BioA inh 0.9.
`CO[C@H]1CN(C)C(=O)c2ccc(NC(=O)c3nc4ccccc4s3)cc2OC[C@H](C)N(Cc2ccncc2)C[C@@H]1C` gave BioA inh -2.4.
For Cc1ccc(S(=O)(=O)Nc2ccc3c(c2)C(=O)N([C@H](C)CO)C[C@H](C)[C@H](CN(C)CC2CCCCC2)O3)cc1 the results were BioA inh 2.7.
COc1ccc(C#Cc2ccc([C@@H]3[C@@H](CO)N4CCCCN(Cc5ccncc5)C[C@H]34)cc2)cc1 was read as BioA inh -3.0.
C[C@@H]1CN([C@H](C)CO)C(=O)c2c(c3ccccc3n2C)-c2ccccc2CO[C@H]1CN(C)C(=O)C1CC1 was read as BioA inh 3.0.
COC(=O)[C@H]1[C@H](CO)[C@H]2Cn3c(ccc(/C=C/c4ccccc4)c3=O)[C@@H]1N2CC1CCCC1 was read as BioA inh 0.5.
For C[C@H]1CCCCO[C@H](CN(C)C(=O)CCC(F)(F)F)[C@@H](C)CN([C@@H](C)CO)C(=O)c2cc(NC(=O)Nc3ccccc3)ccc2O1 the results were BioA inh -0.2.
CCCN(C)C[C@H]1OCCCC[C@@H](C)Oc2ccc(NC(=O)CCC(F)(F)F)cc2C(=O)N([C@@H](C)CO)C[C@H]1C was read as BioA inh 0.0.
`C[C@H]1CN([C@@H](C)CO)C(=O)c2cc(NS(=O)(=O)c3cn(C)cn3)ccc2O[C@@H]1CN(C)S(=O)(=O)c1ccccc1` gave BioA inh -4.5.
For Cc1ccc(S(=O)(=O)N(C)C[C@H]2Oc3c(NC(=O)c4cnccn4)cccc3C(=O)N([C@H](C)CO)C[C@@H]2C)cc1 the results were BioA inh 5.0.
`C[C@H](O)C#Cc1ccc([C@H]2[C@H](CO)N3CCCCN(CC4CC4)C[C@@H]23)cc1` gave BioA inh 0.4.
CN(C)C(=O)C[C@H]1C=C[C@@H](NC(=O)Nc2cccc(F)c2)[C@@H](CO)O1 was read as BioA inh -1.8.

More records:
For C[C@@H]1CN([C@H](C)CO)C(=O)c2cc(NC(=O)Cc3ccccc3)ccc2O[C@H]1CN(C)C(=O)Nc1ccc(F)cc1 the results were BioA inh -2.9.
O=C(C[C@@H]1C=C[C@@H](NC(=O)Cc2cccnc2)[C@H](CO)O1)NCc1ccc2c(c1)OCO2 was read as BioA inh -2.8.
For C[C@H]1CN([C@@H](C)CO)C(=O)c2cccc(NC(=O)Nc3ccc4c(c3)OCO4)c2O[C@H]1CN(C)S(=O)(=O)c1cn(C)cn1 the results were BioA inh -0.1.
`Cc1cc(C(=O)Nc2cccc3c2O[C@H](CN(C)S(=O)(=O)c2ccccc2)[C@H](C)CN([C@H](C)CO)C3=O)n(C)n1` gave BioA inh 0.2.
Screening C[C@@H]1CN([C@@H](C)CO)C(=O)Cc2cc(NC(=O)CCC(F)(F)F)ccc2O[C@H]1CN(C)C(=O)Nc1ccc(C(F)(F)F)cc1 returned BioA inh 0.4.
Screening O=C(C[C@H]1CC[C@@H]2[C@H](COC[C@H](O)CN2C(=O)C2CCCC2)O1)NCc1ccncc1 returned BioA inh 29.
C[C@@H]1CN([C@@H](C)CO)S(=O)(=O)c2ccc(C3=CCCCC3)cc2O[C@H]1CN(C)Cc1cccnc1 was read as BioA inh 3.8.
C[C@@H]1CCCCO[C@H](CN(C)S(=O)(=O)c2ccc(F)cc2)[C@H](C)CN([C@H](C)CO)C(=O)c2cc(NC(=O)Nc3cccc4ccccc34)ccc2O1 was read as BioA inh -1.8.
Screening C[C@H]1CN([C@@H](C)CO)C(=O)Cc2cc(N(C)C)ccc2O[C@@H]1CN(C)S(=O)(=O)c1ccc(Cl)cc1 returned BioA inh -2.5.
Screening Cc1ccc(S(=O)(=O)Nc2ccc3c(c2)C(=O)N([C@H](C)CO)C[C@H](C)[C@@H](CN(C)S(=O)(=O)c2cccs2)OCCCC[C@@H](C)O3)cc1 returned BioA inh -0.8.
`Cc1noc(C)c1NC(=O)Nc1cccc2c1O[C@H](CN(C)CC1CCCCC1)[C@H](C)CN([C@H](C)CO)C2=O` gave BioA inh -3.6.
For COc1ccc(S(=O)(=O)Nc2cccc3c2O[C@H](CN(C)S(=O)(=O)c2cccs2)[C@H](C)CN([C@H](C)CO)C3=O)cc1 the results were BioA inh -2.8.
`C[C@H]1CN([C@@H](C)CO)C(=O)c2cccc(NC(=O)C3CCCCC3)c2O[C@H]1CN(C)CC1CC1` gave BioA inh -3.3.
For CC(C)c1cn(CC[C@@H]2CC[C@H](NC(=O)C3CC3)[C@H](CO)O2)nn1 the results were BioA inh -1.1.
CN(C)C(=O)C[C@@H]1C[C@@H]2c3cc(NS(=O)(=O)c4ccccc4)ccc3O[C@@H]2[C@H](CO)O1 was read as BioA inh -0.1.
For CO[C@H]1CN(C)C(=O)c2cc(NC(=O)c3ccc(-c4ccccc4)cc3)ccc2OC[C@H](C)NC[C@H]1C the results were BioA inh -0.5.
CCCNC(=O)[C@H]1[C@H](CO)[C@H]2Cn3c(cccc3=O)[C@H]2N1Cc1ccccn1 was read as BioA inh -1.2.
`O=C(NCC1CC1)[C@@H]1[C@@H](CO)[C@@H]2Cn3c(ccc(-c4ccccc4)c3=O)[C@@H]2N1CC1CC1` gave BioA inh 4.7.
COc1ccc(NC(=O)N(C)C[C@H]2OCCCC[C@H](C)Oc3ccc(NS(=O)(=O)c4ccccc4)cc3C(=O)N([C@@H](C)CO)C[C@@H]2C)cc1 was read as BioA inh -0.8.
C[C@@H]1CCCCO[C@@H](CN(C)C(=O)NC2CCCCC2)[C@H](C)CN([C@@H](C)CO)C(=O)c2cc(NS(=O)(=O)c3ccc(F)cc3)ccc2O1 was read as BioA inh 0.2.
For C[C@@H]1CN([C@@H](C)CO)C(=O)c2cc(C#Cc3cccc(F)c3)cnc2O[C@H]1CN(C)CC1CCOCC1 the results were BioA inh 0.8.
COc1cccc(NC(=O)N2C[C@H](O)COC[C@@H]3O[C@H](CC(=O)NCc4ccccc4F)CC[C@H]32)c1 was read as BioA inh 5.5.
Cc1ccc(S(=O)(=O)N(C)C[C@H]2Oc3cc(C#Cc4ccncc4)ccc3S(=O)(=O)N([C@H](C)CO)C[C@@H]2C)cc1 was read as BioA inh -3.0.
`O=C(Nc1ccc(Cl)cc1)N1C[C@@H]2[C@H](c3ccccc31)[C@@H](CO)N2C(=O)c1ccccn1` gave BioA inh 2.2.
Screening COCC(=O)Nc1ccc2c(c1)OC[C@H](C)N(Cc1cccc(F)c1)C[C@H](C)[C@H](OC)CN(C)C2=O returned BioA inh 0.5.
For CC(C)C#Cc1cnc2c(c1)C(=O)N([C@H](C)CO)C[C@@H](C)[C@H](CN(C)C(=O)c1ccccc1F)O2 the results were BioA inh 7.4.
CO[C@@H]1CN(C)C(=O)c2cc(NC(=O)Nc3ccc4c(c3)OCO4)ccc2OC[C@@H](C)NC[C@@H]1C was read as BioA inh 0.0.
C/C=C/c1ccc([C@H]2[C@@H](CO)N(C(=O)C3CC3)[C@H]2CN(C)C(C)=O)cc1 was read as BioA inh -2.6.
`COc1ccc(NC(=O)Nc2ccc3c(c2)CC(=O)N([C@H](C)CO)C[C@H](C)[C@@H](CN(C)S(=O)(=O)c2ccc(OC)cc2)O3)cc1` gave BioA inh -3.9.
Screening COCCN(C[C@@H]1[C@@H](c2ccccc2)[C@H](CO)N1C(=O)C1CC1)C(C)=O returned BioA inh -6.3.
CN1c2ccc(-c3ccccc3)cc2[C@@H]2[C@@H](CCN2C(=O)c2cccc(F)c2)[C@@H]1CO was read as BioA inh -0.2.
For C[C@@H]1CN([C@@H](C)CO)C(=O)c2cc(NC(=O)Nc3ccc(C(F)(F)F)cc3)ccc2O[C@@H](C)CCCCO[C@@H]1CN(C)Cc1ccc(C(=O)O)cc1 the results were BioA inh 4.7.
Screening Cc1noc(C)c1S(=O)(=O)Nc1ccc2c(c1)CC(=O)N([C@H](C)CO)C[C@@H](C)[C@@H](CN(C)Cc1ccc3c(c1)OCO3)O2 returned BioA inh -3.5.
`CO[C@H]1CN(C)C(=O)c2cc(NS(=O)(=O)c3ccc(F)cc3)ccc2OC[C@H](C)NC[C@@H]1C` gave BioA inh -1.0.
For C[C@H](CO)N1C[C@H](C)[C@H](CN(C)C(=O)Cc2ccccc2)OCCCC[C@H](C)Oc2ccc(NC(=O)NC3CCCCC3)cc2C1=O the results were BioA inh -2.2.
Screening O=C(CN1CCOCC1)N[C@@H]1CC[C@H](CCn2cc(C3CCCCC3)nn2)O[C@H]1CO returned BioA inh 1.3.
`COCC#Cc1ccc2c(c1)O[C@H](CN(C)C(C)=O)[C@H](C)CN([C@H](C)CO)S2(=O)=O` gave BioA inh -0.8.
For COc1ccc(CNC(=O)C[C@@H]2C=C[C@@H](NC(=O)Nc3ccc4c(c3)OCO4)[C@@H](CO)O2)cc1 the results were BioA inh -2.1.
Screening C[C@H]1CN([C@@H](C)CO)C(=O)c2cc(/C=C/c3ccccc3)cnc2O[C@H]1CN(C)Cc1ccncc1 returned BioA inh -0.4.
For C[C@@H]1CCCCO[C@@H](CN(C)CC2CC2)[C@@H](C)CN([C@H](C)CO)C(=O)c2cc(NC(=O)CCCN(C)C)ccc2O1 the results were BioA inh -1.7.
Screening O=C(CC1CC1)N[C@@H]1CC[C@H](CCNS(=O)(=O)c2ccc(F)cc2)O[C@@H]1CO returned BioA inh -0.1.
Cc1noc(C)c1NC(=O)N[C@@H]1C=C[C@@H](CC(=O)N2CCN(C)CC2)O[C@@H]1CO was read as BioA inh 5.1.
O=C(C[C@@H]1CC[C@H]2[C@@H](COC[C@@H](O)CN2S(=O)(=O)c2cccc(Cl)c2)O1)N1CCOCC1 was read as BioA inh -1.2.
Screening COc1ccc(NC(=O)N(C)C[C@@H]2Oc3ncc(C#Cc4cccc(F)c4)cc3C(=O)N([C@H](C)CO)C[C@@H]2C)cc1 returned BioA inh -1.0.
Screening Cc1noc(C)c1NC(=O)Nc1ccc2c(c1)C(=O)N([C@H](C)CO)C[C@@H](C)[C@H](CN(C)S(=O)(=O)c1ccc(F)cc1)OCCCC[C@@H](C)O2 returned BioA inh 0.9.
`CCCC#Cc1ccc2c(c1)O[C@@H](CN(C)C(=O)NCCC)[C@H](C)CN([C@H](C)CO)S2(=O)=O` gave BioA inh 1.1.
`CCNC(=O)C[C@H]1CC[C@H]2[C@H](COc3ccc(NS(=O)(=O)c4ccccc4C)cc3C(=O)N2C)O1` gave BioA inh -0.8.
For C[C@H]1CN([C@@H](C)CO)C(=O)c2cc(-c3ccc(F)cc3)cnc2O[C@H]1CN(C)C(=O)Cc1ccccn1 the results were BioA inh 1.6.
C[C@H]1CN([C@@H](C)CO)C(=O)c2cc(NC(=O)Nc3ccc(F)cc3)ccc2O[C@H]1CN(C)C was read as BioA inh 2.3.

Compound activity as filed in PubChem BioAssay.
